# HCV inh: qHTS Assay for Inhibitors of Hepatitis C Virus (HCV) | Huh7.5.1 HCVcc-Cre infection, luciferase reporter, 44 h | Potency, µM (series often up to 41.8 µM), for the others: at the highest dose activity change, negative = inhibition, most hits filed as inhibitors | 3.4% of 340,000 active | AID 651820, 2012; note: potency is the fitted concentration of half-maximal effect
#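 Compounds are dispensed onto cells plated 4 h earlier at 1,000 per well, with HCVcc-Cre virus (about 0.5 moi) added next. Following 44 h of culture, luminescent signal is measured for 15 sec after 15 min with substrate at room temperature.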
# HCMV inh: qHTS Assay for inhibitors of the human cytomegalovirus (HCMV); HFF cells, HCMV-luciferase reporter, 72 h; stronger effect = lower value; activity change, negative = inhibition, % at 57.5 µM; 4.5% of 410,000 active; AID 1259415, 2018; in the data active = activity change below about -60%; inconclusive = no clear call, values can overlap the other calls; inactive = above about -39%
#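 Two-dose cell screen: HFF monolayers treated with compounds and infected with luciferase-expressing HCMV at 1 PFU/cell, 72 h at 37C, then lysed for luciferase measurement.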
# AmpC detergent: qHTS Inhibitors of AmpC Beta-Lactamase (assay with detergent) | Potency, µM (series often up to 114 µM), for the others: top-dose activity change, negative = inhibition, actives largely listed as inhibitors | AmpC hydrolysis of nitrocefin, absorbance 480 nm, 0.01% Triton | AID 485294, 2010 | P00811 | 0.041% of 370,000 active;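 note: potency is the fitted concentration of half-maximal effect; 0% = no-compound wells and -100% = no-enzyme wells; nearly all actives have a fitted effect of over 25% in size; some results filed as inactive show a strong effect at the top dose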
# Target sequence (P00811 whole entry, looked up): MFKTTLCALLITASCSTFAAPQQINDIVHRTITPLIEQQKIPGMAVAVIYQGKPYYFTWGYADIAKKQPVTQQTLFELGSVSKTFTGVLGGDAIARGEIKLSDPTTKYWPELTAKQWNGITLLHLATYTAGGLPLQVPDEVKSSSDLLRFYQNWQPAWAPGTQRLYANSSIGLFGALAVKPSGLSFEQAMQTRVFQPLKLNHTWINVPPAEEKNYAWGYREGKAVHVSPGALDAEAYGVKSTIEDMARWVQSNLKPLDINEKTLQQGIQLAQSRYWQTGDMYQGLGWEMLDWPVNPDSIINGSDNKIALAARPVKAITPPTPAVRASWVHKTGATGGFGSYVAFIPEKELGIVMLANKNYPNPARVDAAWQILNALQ
#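 20 mM phosphate pH 7.0 + 0.01% (detergent screen) or 0.0001% Triton X-100; 5.3 nM AmpC reagent; cpd preinc 15 min RT; nitrocefin (800 uM stock) to start; A480 q20 s × 4 min; Activity was normalised to no-enzyme and no-compound control wells.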
# TbPYK inhibitor: qHTS of Trypanosoma Brucei Inhibitors | pyruvate kinase (Trypanosoma brucei), Q57TT1 | Potency, µM (highest dose often 76.8 µM), for the others: top-dose activity, negative = inhibition, usual class: inhibitors | TbPYK enzyme, Kinase-Glo Plus ATP luminescence, 45 min | 0.12% of 410,000 active; note: potency is the fitted concentration of half-maximal effect; nearly all actives have a fitted effect of over 50% in size
#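 Enzyme and substrate buffer are dispensed first and compound is pin-transferred. ADP at 130 uM final then starts the reaction, which runs 45 min at room temperature. Detection reagent is added for 10 min before luminescence is imaged.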
# AmpC no deterg: qHTS Inhibitors of AmpC Beta-Lactamase (assay without detergent); AID 485341, 2010; AmpC nitrocefin hydrolysis, absorbance 480 nm, 0.0001% Triton; 0.52% of 330,000 active; Potency, µM (series often up to 57.1 µM), inactives show at the highest dose activity change, negative = inhibition, hits mostly inhibitors;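 note: potency is the fitted concentration of half-maximal effect; plate controls were no compound for no effect and no enzyme for full effect; nearly all actives have a fitted effect of over 20% in size; some results filed as inactive show a strong effect at the top dose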
#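 AmpC (5.3 nM in the dispensed reagent) in 20 mM phosphate pH 7.0 with 0.01% (detergent screen) or 0.0001% Triton X-100 was preincubated with compounds for 15 min at room temperature. Nitrocefin was then added from an 800 uM solution, and hydrolysis was followed at 480 nm.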
# AMA1-RON2 inh: qHTS for Inhibitors of AMA1-RON; Towards Development of Antimalarial Drug Lead: Primary Screen; Plasmodium falciparum AMA1 (3D7) - RON2 peptide interaction; AlphaScreen AMA1-biotinylated RON2 peptide binding; Potency, µM (series often up to 58.2 µM), for inactives: top-dose activity change, negative = inhibition, actives largely listed as inhibitors; 0.2% of 360,000 active;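 note: potency is the fitted concentration of half-maximal effect; 0% = vehicle wells and -100% = peptide control; nearly all actives have a fitted effect of over 45% in size; some results filed as inactive show a strong effect at the top dose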
#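 AMA1 (3D7) with his tag at 25 nM final met compounds first, then biotinylated RON2 peptide at 25 nM; detection used donor plus acceptor beads, 10 µg/mL apiece, read by AlphaScreen after 30 min at room temperature.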
# LmPK inhibitor: qHTS Assay for Inhibitors of Leishmania Mexicana Pyruvate Kinase (LmPK). Potency, µM (highest dose often 57.5 µM), inactives show at the top dose activity change, negative = inhibition, actives largely listed as inhibitors. purified LmPK, Kinase-Glo ATP luminescence, 1 h. Q27686. 0.37% of 290,000 active; note: potency is the fitted concentration of half-maximal effect
# Target sequence (Q27686 whole entry, looked up): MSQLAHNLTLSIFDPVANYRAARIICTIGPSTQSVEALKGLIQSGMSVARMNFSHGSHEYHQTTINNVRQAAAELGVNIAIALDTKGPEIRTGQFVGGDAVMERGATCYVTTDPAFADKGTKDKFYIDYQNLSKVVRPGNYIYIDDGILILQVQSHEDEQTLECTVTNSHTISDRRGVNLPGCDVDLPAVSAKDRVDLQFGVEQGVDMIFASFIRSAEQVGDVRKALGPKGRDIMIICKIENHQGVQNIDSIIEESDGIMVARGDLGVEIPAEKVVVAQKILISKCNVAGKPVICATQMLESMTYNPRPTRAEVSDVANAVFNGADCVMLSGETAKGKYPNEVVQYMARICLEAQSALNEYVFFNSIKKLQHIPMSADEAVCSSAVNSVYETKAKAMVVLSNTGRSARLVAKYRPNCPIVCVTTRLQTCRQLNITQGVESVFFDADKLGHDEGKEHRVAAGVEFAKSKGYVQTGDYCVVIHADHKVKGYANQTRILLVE
#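 Screened at intermediate enzyme activity to detect both inhibitors and activators: LmPK at 0.1 nM, with a 0.5 nM enzyme column as activation reference. PEP 0.5 mM, ADP 0.1 mM; ATP detected by luminescence after 1 h.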
# * marks the source's active call; other numbers are inactive results; ? = inconclusive; nt = not tested or not shown; & = joins results of further samples; [ ] = remark or other dose. Unless noted, calls come from the whole dose curve; as a rule, active = well fitted curve in the direction sought with a large enough effect; inconclusive = small, poorly fitted or top-dose-only effect, or another doubt; inactive = no such curve, though single readings can be large; an effect the other way counts as inactive or inconclusive. Unless noted, % is set by controls: 0 for no effect and ±100 for the full control effect.
SMILES,HCV inh,HCMV inh,AmpC detergent,TbPYK inhibitor,AmpC no deterg,AMA1-RON2 inh,LmPK inhibitor
COc1ccc(NC(=O)CC2NCCNC2=O)c(OC)c1 (stereo unspecified),nt,2,0%,-2%,nt,nt,nt
O=c1oc2c(CN3CCOCC3)c(O)ccc2c2ccccc12,?,29,?,1%,-23%,10%,0%
O=C(NCCCn1ccnc1)/C(=C/c1ccc(F)cc1)NC(=O)c1ccccc1,-1%,19,10%,-4%,-5%,-2%,-7%
C/C(CCc1ccc2c(c1)OCO2)=N\N=C1\NC(=O)CC(C(=O)Nc2ccccc2F)S1 (stereo unspecified),-1%,6,-3%,0%,-19%,54%[activator],-7%[11.5 µM]
O=C(O)CCCCCNc1nc2ncn(Cc3ccccc3)c2c(=O)[nH]1,8%,0,7%,1%,-18%,-4%,2%
COc1ccc(-n2ncc3c(N4CCN(c5cccc(C)c5)C(C)C4)ncnc32)cc1 (stereo unspecified),nt,-66*,9%,-17%,nt,nt,nt
O=C1[C@H](Oc2ccccc2)[C@@H](c2ccncc2)N1c1ccncc1,-6%,-23,nt,5%,-12%,-2%,nt
Cc1sc(NC(=O)C2c3ccccc3Oc3ccccc32)c(C(=O)OC(C)C)c1C,nt,26,21%,-4%,nt,nt,nt
CN(C)S(=O)(=O)c1ccc(C(=O)Nc2ccc3c(c2)CCC3)cc1,?,-34,0%,0%,-8%,4%,-7%
FC(F)(F)c1nnc2c(Sc3ccccn3)nc3ccccc3n12,?,-3,0%,-12%,-10%,3%,3%
CCN(CCNC(=O)C1CCCN(S(=O)(=O)c2cnc[nH]2)C1)c1ccccc1 (stereo unspecified),6%,28,?,-2%,-29%,-1%,5%
COc1ccc(-c2cc(C(=O)Oc3ccc(C)c(C)c3)c3ccccc3n2)cc1,nt,21,17%,0%,nt,nt,nt
CCc1ccccc1Nc1nc2ccccc2[nH]1,?,0,nt,3%,nt,35%[activator],nt
Oc1ccccc1/C=N/Nc1ccnc(SCc2ccccc2)n1,-9%,33,-4%,-3%,-41%,65%[activator],3%
S=C(NCCCN1CCOCC1)NC1CCCC1,-12%,17,?,-7%,-24%,8%,-1%
Cc1ccc(-n2cc(CNCCc3ncc(C)[nH]3)c(-c3ccc(F)cc3)n2)cc1,?,-7,2%,-18%,229%[activator],27%,3%
COc1ccccc1OC(C)C(=O)Nc1ccccc1C(=O)NCC1CCCO1 (stereo unspecified),-1%,-26,8%,-22%,13%,-15%,-6%
Cc1ccc(CN2CCSc3ccc(C(=O)NCc4ccc(OC(C)C)cc4)cc32)cc1,nt,-1,3%,-4%,nt,nt,nt
O=C(O)c1c2c(nc3ccc(S(=O)(=O)N4CCC(C(=O)NC5CCCC5)CC4)cc13)CCCCC2,7%&7%,-16,-14%,-1%,25µM*,4%,1%
OC(COc1ccc(Cl)cc1)CN1CCC(Cc2ccccc2)CC1 (stereo unspecified),?,1,-4%,-4%,4%,0%,-8%

# Full records from above. Values in the order: HCV inh | HCMV inh | AmpC detergent | TbPYK inhibitor | AmpC no deterg | AMA1-RON2 inh | LmPK inhibitor
# OC(COc1ccc(Cl)cc1)CN1CCC(Cc2ccccc2)CC1 (stereo unspecified) in the list: ? | 1 | -4% | -4% | 4% | 0% | -8%
# O=C1[C@H](Oc2ccccc2)[C@@H](c2ccncc2)N1c1ccncc1 in the list: -6% | -23 | nt | 5% | -12% | -2% | nt
# FC(F)(F)c1nnc2c(Sc3ccccn3)nc3ccccc3n12 in the list: ? | -3 | 0% | -12% | -10% | 3% | 3%

# Sorted by heavy-atom count (highest first): some entries from above.
SMILES,HCV inh,HCMV inh,AmpC detergent,TbPYK inhibitor,AmpC no deterg,AMA1-RON2 inh,LmPK inhibitor
O=C(O)c1c2c(nc3ccc(S(=O)(=O)N4CCC(C(=O)NC5CCCC5)CC4)cc13)CCCCC2,7%&7%,-16,-14%,-1%,25µM*,4%,1%
Cc1ccc(CN2CCSc3ccc(C(=O)NCc4ccc(OC(C)C)cc4)cc32)cc1,nt,-1,3%,-4%,nt,nt,nt
COc1ccc(-n2ncc3c(N4CCN(c5cccc(C)c5)C(C)C4)ncnc32)cc1 (stereo unspecified),nt,-66*,9%,-17%,nt,nt,nt
Cc1sc(NC(=O)C2c3ccccc3Oc3ccccc32)c(C(=O)OC(C)C)c1C,nt,26,21%,-4%,nt,nt,nt
COc1ccccc1OC(C)C(=O)Nc1ccccc1C(=O)NCC1CCCO1 (stereo unspecified),-1%,-26,8%,-22%,13%,-15%,-6%
CCN(CCNC(=O)C1CCCN(S(=O)(=O)c2cnc[nH]2)C1)c1ccccc1 (stereo unspecified),6%,28,?,-2%,-29%,-1%,5%
O=C(O)CCCCCNc1nc2ncn(Cc3ccccc3)c2c(=O)[nH]1,8%,0,7%,1%,-18%,-4%,2%
OC(COc1ccc(Cl)cc1)CN1CCC(Cc2ccccc2)CC1 (stereo unspecified),?,1,-4%,-4%,4%,0%,-8%
CN(C)S(=O)(=O)c1ccc(C(=O)Nc2ccc3c(c2)CCC3)cc1,?,-34,0%,0%,-8%,4%,-7%
O=c1oc2c(CN3CCOCC3)c(O)ccc2c2ccccc12,?,29,?,1%,-23%,10%,0%
COc1ccc(NC(=O)CC2NCCNC2=O)c(OC)c1 (stereo unspecified),nt,2,0%,-2%,nt,nt,nt
CCc1ccccc1Nc1nc2ccccc2[nH]1,?,0,nt,3%,nt,35%[activator],nt

# Going on with the list.
SMILES,HCV inh,HCMV inh,AmpC detergent,TbPYK inhibitor,AmpC no deterg,AMA1-RON2 inh,LmPK inhibitor
Clc1cccc(-n2ncc3c(N4CCC(Cc5ccccc5)CC4)ncnc32)c1,nt,-1,3%,1%,nt,nt,nt
CCn1c(SCC(=O)N2CCCC(C)C2)nc2c1c(=O)n(C)c(=O)n2C (stereo unspecified),10%,-20,-4%,-3%,7%,2%,1%
C(/CCc1ccccc1)=N\n1cnnc1,3%,-33,-13%,0%,-10%,-3%,1%
Fc1ccc(Nc2nc(N3CCOCC3)nc(N3CCOCC3)n2)cc1Cl,-16%,-5,-1%,6%,-6%,-14%,-5%
COc1ccc(S(=O)(=O)N2CCN(c3ccccc3OC)CC2)cc1,-11%,45&-7,-8%&11%,1%&5%,-4%,0%,-1%
Cc1nn(-c2ccccc2)c(C)c1/C=N/NC(=O)c1cc(-c2ccc(Br)s2)[nH]n1,?,-28,4%,-1%,-26%,53%[activator],3%
O=C(CN(Cc1ccccc1)C(=O)c1cccc([N+](=O)[O-])c1)Nc1c(Cl)cc(Cl)cc1Cl,?,47,-7%,2%,-57%,-6%,4%
O=C(C[n+]1ccccc1)N/N=C/c1cc(Br)cc(Br)c1O,31%[activator],nt,3%,2%,16%,-14%,6%
CCOC(=O)Oc1ccc2oc(=O)cc(C)c2c1,1%,9,?,-4%,-12%,0%,-10%
O=S(=O)(c1ccc(Cl)cc1)N1CCC2(CC1)CO2,-2%,-24,-2%,-5%,-9%,-1%,2%
COc1ccc(CCN2CC3=C(C2=O)C(c2ccccc2)NC(=O)N3C)cc1OC (stereo unspecified),7%,64,16%,-2%,-11%,3%,0%
Cc1ccc(CN2CCN(C)CC2)c(C)c1,2%,-20,-12%,nt,-12%,6%,-4%
Cc1cc(C)nc(-n2nc(C)c3c(C(F)(F)F)cc(=O)[nH]c32)n1,9%,-16,-11%,3%,1%,-7%,-2%
O=C(O)c1ccccc1P(=O)(c1ccccc1)c1ccccc1,-9%,-29,-4%,-5%,-14%,20%,0%
CC1CCCN(C(=O)c2cc(F)c(F)cc2Cl)C1 (stereo unspecified),3%,-15,-17%,3%,-7%,-3%,3%
O=C(c1ccc(F)cc1)n1nc(-c2cccnc2)nc1NCc1ccc(F)cc1,nt,5,12%,3%,nt,nt,nt
NC(=O)c1ccc(NCc2ccco2)c([N+](=O)[O-])c1,?,-9,1%,-3%,1%,-18%,1%
COCCNC(=O)CN(C(=O)CCC(=O)Nc1ccccn1)c1cc(C)ccc1C,12%,64,2%,3%,33%,1%,-1%
Cc1ccc(C(=O)Nc2ccccn2)cc1S(=O)(=O)N1CCOCC1,10%,12,0%,5%,-4%,41%[activator],nt
COc1ccc(-c2c(-c3ccccc3OC)sc3ccccc23)cc1OC,?,-9,-10%,-4%,42%,-18%,0%
O=c1[nH]nc(Cc2ccc(-c3cccc(Cl)c3)o2)c2ccccc12,?,84,0%,-13%,?,22%,1%
CC1CCN(CCc2nc3cc(NC(=O)Nc4ccccc4)ccc3n2C)CC1,?,?,-16%,-1%,-12%,0%,5%
CCC(=NCCc1ccccc1)c1c(O)n(C)c(=O)n(C)c1=O,8.9µM*,?,5%,-15%,30%,2%,1%
N#C/C=C/C#N,9%,-14,2%,-2%,-2%,7%,nt
CCOC(=O)C1=C(COC(=O)c2ccc(Cl)cc2[N+](=O)[O-])NC(=O)NC1C (stereo unspecified),-4%,7,-3%,-2%,-21%,7%,nt
CC(C)[C@@H]1NC(=O)c2cc([N+](=O)[O-])cc(I)c2NCC[C@@H](C(N)=O)NC(=O)[C@H](CO)NC1=O,2%[8.37 µM],nt,?,nt,-17%,nt,-1%
COc1ccc2nc(SCC(=O)N(C)CC(=O)Nc3ccc(F)cc3)[nH]c2c1,-21%,24,0%,3%,-18%,12%,nt
O=C(O)CSc1nnc(CSc2nc3ccccc3s2)n1-c1ccccc1,7%,14,-1%,-29%,-13%,-7%,-2%

# Source: PubChem (National Center for Advancing Translational Sciences (NCATS))

# This is a random part of the collection, and some 7.5% of all compounds hit somewhere here.
